Screening results as filed in PubChem BioAssay.
KAT2A inh = blocks human GCN5L2 histone acetyltransferase; Q92830; GCN5L2 HAT assay, ThioGlo1 CoA-SH fluorescence; Potency, µM (top dose mostly 58.9 µM), inactives show top-dose activity change, negative = inhibition, most hits filed as inhibitors; hit rate 0.21% among 390,000
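Free CoA generated was detected with ThioGlo1 (50uM) fluorescence at Ex340nm/Em540nm, read immediately and after 20 min at room temperature. Enzyme, 20 nM in HEPES pH 7.5 buffer, saw compounds 15 min before adding 75uM H3(1-25) peptide and 70uM acetyl-CoA.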
N370S GC mod = inhibits or activates N370S mutant glucocerebrosidase; P04062; N370S GC spleen homogenate, 4MU-glucoside fluorescence; Potency, µM (titrated, usually from 59.4 µM), inactives show top-dose activity change, negative = inhibition, usual class: inhibitors; hit rate 0.092% among 330,000; AID 2101;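 note: 0% = full enzyme activity and -100% = no enzyme basal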
FEN1 inhibitor = blocks human flap endonuclease 1 | P39748 | Recombinant FEN1 flap cleavage, fluorescence, 15 min | AID 588795 | hit rate 0.35% among 390,000 | Potency, µM (highest dose often 114 µM), inactives show at the top dose activity change, negative = inhibition, actives largely listed as inhibitors; note: nearly all actives have a fitted effect of over 65% in size
Target sequence (P39748 whole entry, looked up): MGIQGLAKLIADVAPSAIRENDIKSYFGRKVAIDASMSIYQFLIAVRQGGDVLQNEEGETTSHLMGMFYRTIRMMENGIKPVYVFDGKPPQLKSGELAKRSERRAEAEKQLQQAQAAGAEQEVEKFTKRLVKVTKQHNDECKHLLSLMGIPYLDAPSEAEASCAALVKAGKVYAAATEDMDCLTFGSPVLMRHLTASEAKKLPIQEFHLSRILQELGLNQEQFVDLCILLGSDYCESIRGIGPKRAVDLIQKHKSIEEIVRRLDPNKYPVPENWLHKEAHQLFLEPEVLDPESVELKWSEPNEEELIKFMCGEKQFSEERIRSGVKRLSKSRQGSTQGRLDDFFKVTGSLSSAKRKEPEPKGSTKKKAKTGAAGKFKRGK
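FEN1 at 10 nM, compound pretreatment for 15 min (room temperature), 50 nM final substrate to initiate; endpoint reads at 0 and 15 min; DMSO-only plates used as vehicle background.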
* = called active by the depositor; ? = inconclusive; · = no result given. Calls come from the whole dose curve; as a rule, active = well fitted curve in the direction sought with a large enough effect; inconclusive = small, poorly fitted or top-dose-only effect, or another doubt; inactive = no such curve, though single readings can be large; an effect the other way counts as inactive or inconclusive. Unless noted, % is set by controls: 0 for no effect and ±100 for the full control effect; potency is the fitted concentration of half-maximal effect.

The opening 3 records as a preview:
item	Structure	KAT2A inh	N370S GC mod	FEN1 inhibitor
1	CN1CCN(C(CNC(=O)Nc2ccc(Cl)cc2)c2ccc(F)cc2)CC1 (stereo not drawn)	-4%	-18%	-1%
2	O=C(NCC1CCCO1)NC1(C(F)(F)F)Oc2ccccc2O1 (stereo not drawn)	?	12%	-4%
3	O=C(c1cc2ccccn2n1)N1CCCC1	3%	4%	·

The list itself (from the top)
item	Structure	KAT2A inh	N370S GC mod	FEN1 inhibitor
1	CN1CCN(C(CNC(=O)Nc2ccc(Cl)cc2)c2ccc(F)cc2)CC1 (stereo not drawn)	-4%	-18%	-1%
2	O=C(NCC1CCCO1)NC1(C(F)(F)F)Oc2ccccc2O1 (stereo not drawn)	?	12%	-4%
3	O=C(c1cc2ccccn2n1)N1CCCC1	3%	4%	·
4	CCC(=O)Nc1cccc(-c2nnc(SCC(=O)NCc3ccco3)n2C)c1	-7%	-4%	8%
5	CCOC(=O)c1ccc(NC(=O)C2CCN(S(=O)(=O)Cc3ccccc3)CC2)cc1	-8%	·	15%
6	Cc1ccc2c(c1)NC(c1cccs1)C1=C(CC(C)(C)CC1=O)N2 (stereo not drawn)	-1%	-3%	2%
7	COc1ccc(NC(=O)/C=C/c2ccc(S(=O)(=O)N3CCOCC3)cc2)cc1	-4%	·	-13%
8	CCCn1c(SCC(=O)Nc2sc(C)c(C)c2C(=O)OCC)nc2c1c(=O)n(C)c(=O)n2C	1%	7%	1%
9	COc1ccc(Cl)cc1NC(=O)CN(C)C(=O)c1cc(=O)c2ccccc2o1	-9%	·	14%
10	Cc1ccc(C(=O)NCC(=O)OCC(=O)Nc2ccccc2C#N)s1	-6%	6%	20%
11	Cc1nc2ncccn2c1-c1csc(Nc2ccc(N(C)C)cc2)n1	0%	-9%	-19%
12	COc1ccc(C(=O)N/N=C/c2cn[nH]c2-c2ccc(OC)cc2OC)cc1	-4%	20%	17%
13	COc1cccc(-n2c(C)cc(/C=C3/C(=N)N4C(=NC3=O)SN=C4S(C)(=O)=O)c2C)c1	?	-6%	-15%
14	COc1ccc(CCNC(=O)CSc2ccc(-c3ccncc3)nn2)cc1	-8%	2%	18%
15	CC(C)=CCOc1ccc(/C=C/C(=O)c2ccc(OCC=C(C)C)cc2OCC(=O)O)cc1	10µM*	14%	·
16	Cc1ccsc1C(=O)NCCc1ccco1	-23%	·	-18%
17	CS(=O)(=O)c1ccc(Cl)c(NC(=O)CSc2nncn2-c2ccccc2)c1	0%	5%	1%
18	CCOc1cc(/C=N/NC(=O)c2nnn(-c3nonc3N)c2C)ccc1OCc1cccc(F)c1	-6%	-2%	2%
19	Cc1c(Br)c(C(F)(F)F)nn1CC(=O)N(C)C1CCCCC1	1%	3%	6%
20	COc1ccc(NC(=O)CN(C)C(=O)c2cccc(S(=O)(=O)N3CC4(C)CC3CC(C)(C)C4)c2)cc1 (stereo not drawn)	-5%	4%	-3%
21	NS(=O)(=O)c1cc2c(cc1Cl)NC(C1C[C@H]3C=C[C@@H]1C3)NS2(=O)=O (stereo partly drawn)	-1%	?	-5%
22	CCc1ccc(S(=O)(=O)c2cn(C)c3ccc(C)cc3c2=O)cc1	-2%	·	-1%
23	COc1ccc(-c2n[nH]c3c2CN(C(=O)c2ccc(F)cc2)CC3)cc1	-4%	-1%	-6%
24	Cc1ccc(NC(=O)N2CCN3CCCCC3C2)cc1F (stereo not drawn)	-15%	·	10%
25	CCN(CC)CCNC(=O)Cn1ncc2c3ccccc3n(Cc3ccccc3C)c2c1=O	1%	·	-22%
26	O=S(=O)(c1cccc2nsnc12)N1CCN(C/C=C\c2ccccc2)CC1	-18%	0%	1%
27	CCC(=O)N1CCc2cc(Br)cc(S(=O)(=O)N3CCC(C(=O)Nc4ccc(OC)cc4)CC3)c21	1%	·	-5%
28	CC(=O)N1CCN(C(=O)c2ccc(-c3ccccc3Cl)o2)CC1	-9%	·	-8%
29	C=CCNC(=S)N1CCN(Cc2ccc3c(c2)OCO3)CC1	0%	1%	-8%
30	C=C(C)Cn1c(SCC(=O)Nc2cccc(C)c2)nc2sc3c(c2c1=O)CCCC3	1%	·	-16%
31	Cc1cc(C)c(NC(=O)CCCn2c(C)c3cnn(-c4ccccc4)c(=O)c3c2C)c(C)c1	-9%	·	8%
32	O=C(/C=C/c1ccccc1)NCCS(=O)(=O)N1CCN(c2ccc(F)cc2)CC1	-15%	1%	1%
33	O=C(NCc1cccnc1)c1ccc(Cl)c(S(=O)(=O)Nc2ccccc2C(=O)NCc2cccnc2)c1	6%	-6%	5%
34	CCn1nc(C)c(Br)c1C(=O)Sc1ccccc1Cl	-3%	6%	-1%
35	CCCCCC(=O)N/N=C/c1ccccc1[N+](=O)[O-]	-5%	-8%	-12%
36	CC(OC(=O)CNC(=O)c1ccco1)C(=O)N(C)c1ccccc1 (stereo not drawn)	-8%	0%	-5%
37	C/C(=C\C(=O)c1ccc(C)cc1)Nc1ccc(N2CCOCC2)cc1	-3%	-4%	·
38	CCn1cc(/C=C(\NC(=O)c2ccc(OC)c(OC)c2)C(=O)N2CCN(C)CC2)c2ccccc21	-9%	-10%	10%
39	COc1ccc2[nH]c(C)c(CN3CCCCC3)c(=O)c2c1	-3%	1%	11%
40	c1ccc(Cn2c3ccccc3c3nnc(SCCN4CCCCC4)nc32)cc1	-10%	-8%	-6%

Some of the entries above, reformatted.
Order of values: KAT2A inh, N370S GC mod, FEN1 inhibitor
[16] Cc1ccsc1C(=O)NCCc1ccco1
    -23%, ·, -18%
[17] CS(=O)(=O)c1ccc(Cl)c(NC(=O)CSc2nncn2-c2ccccc2)c1
    0%, 5%, 1%

Further structures.
item	Structure	KAT2A inh	N370S GC mod	FEN1 inhibitor
41	Cc1ccccc1C(=O)NCC(=O)OC(C)C(=O)Nc1ccnn1C(C)C (stereo not drawn)	-18%	-7%	4%
42	O=S1(=O)c2ccc(Br)cc2OC(COCc2ccccc2)CN1Cc1ccccc1 (stereo not drawn)	-9%	·	-3%
43	CCn1c(O)c(C#N)c(C)cc1=O	-5%	21%	-8%
44	COC(=O)c1ccccc1S(=O)(=O)N(CCCO)Cc1cc2c(C)ccc(C)c2[nH]c1=O	-2%	2%	-9%
45	Cc1cccc(C(=O)Oc2ccc(/C=N/NC(=O)c3ccncc3)cc2)c1	-3%	4%	-4%
46	CCOC(=O)c1sc(NC(=O)CSC(=S)N2CCOCC2)nc1C	-14%	1%	2%
47	O=C(COC(=O)C1=COCCO1)Nc1ccc(F)cc1	-8%	-6%	-1%
48	C/C(=N\NC(=O)c1ccccc1O)c1ccc(Br)s1	25%	8%	1%
49	CN(C)C(/C=C/Nc1ccc(F)cc1)=C(C#N)C#N	-1%	4%	-8%
50	C/C(=N\NC(=O)c1cc(-c2ccc(Br)s2)[nH]n1)c1ccncc1	-7%	-11%	5%
51	CNC(=S)N1CCn2cccc2C1c1cc(OC)c(OC)c(OC)c1 (stereo not drawn)	-6%	-7%	2%
52	Cc1ccc(S(=O)(=O)Nc2nc(N)n(-c3ccccc3)n2)cc1	0%	6%	1%
53	COc1ccccc1OCCNC(=O)c1cccc(S(=O)(=O)NCc2ccccc2)c1	-1%	·	4%
54	COc1ccc(C2=NOC(COc3ccc([N+](=O)[O-])cc3)C2)cc1 (stereo not drawn)	0%	4%	17%
55	O=C(/C=C/c1ccc([N+](=O)[O-])cc1)c1ccco1	-3%	-2%	23%
56	Cc1ccc(-n2ncc3c(NCCO)ncnc32)cc1Cl	-9%	·	10%
57	O=C(Nc1ncccn1)c1ccc([N+](=O)[O-])o1	17%	?	0%
58	O=C(CCc1nnc(CCC2CCCCC2)o1)NCCc1ccccn1	0%	7%	-7%
59	COc1ccc(NC(=O)C2=CN3CCS(=O)(=O)N=C3C=C2)c(OC)c1	-5%	·	20%
60	Nc1c(-c2nc(-c3cccs3)no2)nnn1-c1cccc(F)c1	-9%	·	-1%

61	Cc1ccc(C(=O)C(=O)c2ccc(C)c(N)c2)cc1N
62	CCOc1ccc2c(c1)C(=O)c1cc(OCC(=O)O)ccc1-2
63	COc1ccc([N+](=O)[O-])c(S(=O)(=O)c2ccc(Cl)cc2)n1
64	Cc1cc(Oc2ccccc2)nc(N2CCOCC2)n1
65	Cc1c(Nc2cc(Cl)c3nonc3c2[N+](=O)[O-])c(=O)n(-c2ccccc2)n1C
66	COCCn1c(SCC(=O)Nc2ccc(NC(C)=O)cc2)nc2c([nH]c3ccccc32)c1=O
67	Cc1ccc(N2C(=O)N(CC(=O)NC(c3ccccc3)c3ccccc3)C(=O)C2C)cc1 (stereo not drawn)
68	O=C(/C=C/c1ccccc1Cl)OCC(=O)c1ccc[nH]1
screen / no.	61	62	63	64	65	66	67	68
KAT2A inh	-3%	?	-12%	-5%	-18%	-10%	-5%	-6%
N370S GC mod	5%	1%	-3%	5%	-16%	1%	12%	·
FEN1 inhibitor	2%	-3%	-20%	-15%	-1%	-1%	9%	?

69	Cc1oc2cc(Br)c(O)c(Br)c2c1-c1ccccc1
70	COc1ccc(-c2c(-c3ccsc3)oc(=O)c3cc(OC)c(OC)cc23)cc1
71	COC(=O)C(CC(C)C)NC(=O)c1ccc([N+](=O)[O-])c(C)c1 (stereo not drawn)
72	C=CCn1c(SCc2nc3ccccc3c(=O)[nH]2)nc2sc3c(c2c1=O)CCCC3
73	COc1ccc(-c2nn(-c3ccccc3)cc2C(=O)NC(=S)Nc2cc(Cl)ccc2Cl)cc1
74	Cc1ccc2oc(-c3ccc(Cl)c(NC(=O)Cc4ccccc4)c3)nc2c1
75	Cc1ccc(Cl)cc1N1CCN(C(=O)c2noc(C)c2[N+](=O)[O-])CC1
76	Cc1nc(Nc2c(Cl)cccc2Cl)sc1C(=O)Nc1ccccc1
screen / no.	69	70	71	72	73	74	75	76
KAT2A inh	-30%	-6%	16%	-1%	2%	-11%	-19%	3%
N370S GC mod	1%	·	-2%	5%	-2%	·	-10%	7%
FEN1 inhibitor	-20%	-1%	0%	3%	-11%	1%	8%	-1%

77	ON=C1c2cc(OCCN3CCCCC3)ccc2-c2ccc(OCCN3CCCCC3)cc21
78	COC(=O)c1ccc(/C=N/N2CCN(Cc3ccccc3Cl)CC2)cc1
79	O=S1(=O)CCN2C=C(Br)C=C(Br)C2=N1
80	CCN(c1ccccc1)c1nnc(NC(=O)Nc2ccccc2F)s1
81	CCCCCn1c(CN2CCN(c3cccc(Cl)c3)CC2)nc2c1c(=O)[nH]c(=O)n2C
82	CCOc1ccc(S(=O)(=O)NCCC(=O)N2CCN(c3ccccc3O)CC2)cc1
83	CSCCC(NS(=O)(=O)c1ccc2c(c1)OCCO2)C(=O)N(C)Cc1ccccc1F (stereo not drawn)
84	CCN1CCN(CCCNC(=O)c2cc3c(=O)n(C)c4ccccc4c3s2)CC1
screen / no.	77	78	79	80	81	82	83	84
KAT2A inh	-10%	0%	0%	-5%	-10%	3%	-1%	-9%
N370S GC mod	-7%	0%	12%	·	2%	-4%	·	·
FEN1 inhibitor	32µM*	-21%	9%	14%	?	2%	9%	?

85	CCSc1nc2cc(OC)c(OC)cc2c(=O)n1CCc1ccccc1
86	CCOC(=O)C1CCN(C(=O)COC(=O)/C=C/c2cccc(OC)c2OC)CC1
87	CCOC(=O)Nc1ccc(NC(=O)c2ccccc2F)cc1
88	O=C1CC(C(=O)Nc2ccc(Cl)c(Cl)c2)S/C(=N\N=C\c2ccco2)N1 (stereo not drawn)
89	Cc1ccc(-c2nc3ccccc3c(=O)n2NC(=O)COc2ccccc2)cc1
90	CC(=O)Nc1ccc2c(c1)CCCC2
91	Cc1ccc(C)c(S(=O)(=O)c2nnn3c2nc(Nc2ccc(F)c(Cl)c2)c2sccc23)c1
92	Cc1ccc(NS(=O)(=O)c2ccc(NS(=O)(=O)c3cccs3)cc2)cc1
screen / no.	85	86	87	88	89	90	91	92
KAT2A inh	-2%	-4%	-4%	-2%	-4%	-4%	-23%	-7%
N370S GC mod	4%	·	-4%	1%	17%	18%	·	3%
FEN1 inhibitor	-20%	20%	-14%	1%	1%	0%	-1%	-16%

93	CCOC(=O)Cc1ccc(NC(=O)N2CCOc3ccc(C)cc32)cc1
94	Cc1cccc(COCC(Cc2ccccc2)N2CCN(C(=O)c3ccc(Cl)c(Cl)c3)CCC2=O)c1 (stereo not drawn)
95	COc1cccc(-c2cnc(NCc3cc(Cl)ccc3O)n2C)c1
96	CCOc1ccccc1N1CCN(Cc2cc3c(cc2[N+](=O)[O-])OCO3)CC1
97	COc1ccc(CN(C)C(c2ccccc2)c2nnnn2-c2ccccc2C)c(OC)c1C (stereo not drawn)
98	CCOCCCNS(=O)(=O)c1ccc2c(c1)CCN2C(=O)CC
99	CCOC(=O)c1ccc(NC(=O)COC(=O)c2cn(CC)c3nc(C)ccc3c2=O)cc1
screen / no.	93	94	95	96	97	98	99
KAT2A inh	-1%	-10%	-6%	-7%	-9%	-7%	0%
N370S GC mod	·	2%	-7%	-8%	12%	2%	·
FEN1 inhibitor	23%	-20%	-13%	0%	-14%	6%	-1%
